Giardia FBPA inh: qHTS Assay for Inhibitors of Fructose-1,6-bisphosphate Aldolase from Giardia Lamblia. 0.71% of 290,000 active. Potency, µM (doses to about 59.6 µM), for inactives: at the highest dose activity, negative = inhibition, hits mostly inhibitors. purified Giardia FBPA. A8B2U2; note: potency is the fitted concentration of half-maximal effect; nearly all actives have a fitted effect of over 55% in size
Target sequence (A8B2U2 whole entry, looked up): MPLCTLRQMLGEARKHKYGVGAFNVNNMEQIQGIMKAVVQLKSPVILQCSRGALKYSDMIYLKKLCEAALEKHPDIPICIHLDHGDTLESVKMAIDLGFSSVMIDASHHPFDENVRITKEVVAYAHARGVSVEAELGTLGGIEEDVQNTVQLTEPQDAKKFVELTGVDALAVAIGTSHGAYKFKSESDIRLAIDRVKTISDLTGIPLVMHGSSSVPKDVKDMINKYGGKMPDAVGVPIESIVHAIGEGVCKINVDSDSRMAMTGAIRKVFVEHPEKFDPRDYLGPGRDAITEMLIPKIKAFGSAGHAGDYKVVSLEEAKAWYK
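Giardia FBPA (40 nM reagent) was preincubated 10 min at RT with compound (up to 57.5 uM final), then substrate plus GAPDH/TPI/NAD/arsenate coupling system with diaphorase/resazurin was added; resorufin fluorescence (525/598 nm) was read after 20 min.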
AmpC detergent: qHTS Inhibitors of AmpC Beta-Lactamase (assay with detergent); 0.041% of 370,000 active; AmpC hydrolysis of nitrocefin, absorbance 480 nm, 0.01% Triton; Potency, µM (top dose mostly 114 µM), for the others: at the highest dose activity change, negative = inhibition, actives largely listed as inhibitors;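 note: potency is the fitted concentration of half-maximal effect; 0% = no-compound wells and -100% = no-enzyme wells; nearly all actives have a fitted effect of over 25% in size; some results filed as inactive show a strong effect at the top dose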
Target sequence (P00811 whole entry, looked up): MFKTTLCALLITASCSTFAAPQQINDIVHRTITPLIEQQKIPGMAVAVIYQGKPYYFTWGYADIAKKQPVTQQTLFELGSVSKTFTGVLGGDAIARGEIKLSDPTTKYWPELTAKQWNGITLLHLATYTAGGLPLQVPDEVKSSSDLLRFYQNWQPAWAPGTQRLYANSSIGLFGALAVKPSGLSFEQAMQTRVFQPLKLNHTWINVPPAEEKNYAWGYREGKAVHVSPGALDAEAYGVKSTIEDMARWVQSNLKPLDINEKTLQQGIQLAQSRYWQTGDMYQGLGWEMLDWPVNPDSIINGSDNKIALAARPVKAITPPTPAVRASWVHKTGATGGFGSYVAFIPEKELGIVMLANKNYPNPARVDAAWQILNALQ
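20 mM phosphate pH 7.0 + 0.01% (detergent screen) or 0.0001% Triton X-100; 5.3 nM AmpC reagent; cpd preinc 15 min RT; nitrocefin (800 uM stock) to start; A480 q20 s × 4 min; Activity was normalised to no-enzyme and no-compound control wells.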
HCMV inh: qHTS Assay for inhibitors of the human cytomegalovirus (HCMV). HFF cells, HCMV-luciferase reporter, 72 h; active compounds read low. activity change, negative = inhibition, % at 57.5 µM. 4.5% of 410,000 active. AID 1259415, 2018; in the data active = activity change below about -60%; inconclusive = no clear call, values can overlap the other calls; inactive = above about -39%
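Inhibition of viral replication was scored as loss of reporter luminescence in HFFs infected with HCMV-luciferase (MOI 1 PFU/cell) for 72 h; compounds tested at 2 doses, normalized to buffer and Salinomycin controls.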
Sm TGR inh: qHTS Assay for the Inhibitors of Schistosoma Mansoni Peroxiredoxins; Schistosoma mansoni thioredoxin glutathione reductase (TGR), Q962Y6; 3% of 360,000 active; Potency, µM (series often up to 114 µM), for the others: top-dose activity change, negative = inhibition, hits mostly inhibitors; purified TGR, DTNB reduction, TNB absorbance 405 nm; note: potency is the fitted concentration of half-maximal effect; nearly all actives have a fitted effect of over 60% in size
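Kinetic colorimetric format: TGR-catalysed, NADPH-driven DTNB reduction monitored via TNB absorbance. Enzyme dispensed at 20 nM; compound exposure 15 min at room temperature before reaction start.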
AMA1-RON2 inh: qHTS for Inhibitors of AMA1-RON; Towards Development of Antimalarial Drug Lead: Primary Screen. 0.2% of 360,000 active. Potency, µM (titrated, usually from 58.2 µM), inactives show at the highest dose activity change, negative = inhibition, most hits filed as inhibitors. AlphaScreen AMA1-biotinylated RON2 peptide binding. Plasmodium falciparum AMA1 (3D7) - RON2 peptide interaction. AID 720542, 2013;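 note: potency is the fitted concentration of half-maximal effect; 0% = vehicle wells and -100% = peptide control; nearly all actives have a fitted effect of over 45% in size; some results filed as inactive show a strong effect at the top dose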
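AMA1 (3D7) with his tag at 25 nM final met compounds first, then biotinylated RON2 peptide at 25 nM; detection used donor plus acceptor beads, 10 µg/mL apiece, read by AlphaScreen after 30 min at room temperature.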
AmpC inh no detg: qHTS Inhibitors of AmpC Beta-Lactamase (assay without detergent) | P00811 | AmpC nitrocefin hydrolysis, absorbance 480 nm, 0.0001% Triton | Potency, µM (top dose mostly 57.1 µM), for inactives: at the top dose activity change, negative = inhibition, actives largely listed as inhibitors | 0.52% of 330,000 active | AID 485341, 2010;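 note: potency is the fitted concentration of half-maximal effect; plate controls were no compound for no effect and no enzyme for full effect; nearly all actives have a fitted effect of over 20% in size; some results filed as inactive show a strong effect at the top dose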
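AmpC (5.3 nM in the dispensed reagent) in 20 mM phosphate pH 7.0 with 0.01% (detergent screen) or 0.0001% Triton X-100 was preincubated with compounds for 15 min at room temperature. Nitrocefin was then added from an 800 uM solution, and hydrolysis was followed at 480 nm.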
Active calls of the source: *; ? = inconclusive; nt = not tested or not shown; [ ] = dose if it differs, or a comment. Unless noted, calls come from the whole dose curve; as a rule, active = well fitted curve in the direction sought with a large enough effect; inconclusive = small, poorly fitted or top-dose-only effect, or another doubt; inactive = no such curve, though single readings can be large; an effect the other way counts as inactive or inconclusive. Unless noted, % is set by controls: 0 for no effect and ±100 for the full control effect.

nr | molecule | HCMV inh | AmpC inh no detg | Giardia FBPA inh | AMA1-RON2 inh | AmpC detergent | Sm TGR inh
1 | C=CCn1c(SCC(=O)/C(C#N)=C(\C)N)nc2sc(C)c(C)c2c1=O | -14.9 | -39.0% | 5.7% | -2.6% | -14.8% | 2.7%
2 | CCOc1cccc2c1OC1(C)CC2NC(=O)N1c1cccc(C(=O)N2CCN(c3ccccn3)CC2)c1 (stereo unspecified) | 7.3 | 87.4%[activator] | nt | 8.2% | ? | -2.8%
3 | COc1cc(/C=N/NC(=O)c2cccnc2)ccc1OC(=O)c1cccc(Br)c1 | nt | -8.0% | nt | -3.9% | 4.5% | ?
4 | O=C(CSCc1ccc([N+](=O)[O-])cc1)NC1CCCCCC1 | -22.7 | -12.8% | -0.3% | ? | -8.5% | 24.7%
5 | CN(C)C(=O)CN1CCN(Cc2cn(C)nc2-c2ccc3c(c2)OCCO3)CC1 | -35.0 | -1.0% | -0.2% | 11.2% | 6.0% | 11.8%
6 | COC(=O)c1ccccc1NC(=O)CCS(=O)(=O)c1ccc(Br)cc1 | ? | -24.3% | -16.0% | 37.8%[activator] | 4.2% | 10µM*
7 | CCN(CC)c1ccc(Nc2nc(-c3cccnc3)cs2)cc1 | -9.4 | -42.9% | -4.3% | 28.2µM* | 10.2% | 4.3%
8 | CC(=O)N(Cc1ccco1)Cc1cc2cccc(C)c2n2nnnc12 | nt | -14.6% | 4.7% | nt | 5.9% | ?
9 | COc1ccc2c(C)c(CCC(=O)NCc3ccccc3OC)c(=O)oc2c1 | -11.9 | nt | nt | nt | 15.0% | 4.2%
10 | COC(=O)Cc1c(C)c2ccc(OCC(=O)c3ccc(OC)c(OC)c3)cc2oc1=O | -32.1 | -5.8% | 6.8% | -7.2% | 2.6% | 11.9%
11 | COC(=O)c1ccc(NC(=O)CSC2=Nc3ccccc3C3CC=NN23)cc1 (stereo unspecified) | nt | -16.4% | -4.0% | -1.0% | -1.4% | -6.0%
12 | CC(=O)N1CCC(=NNc2nc3ccccc3[nH]2)CC1 | -15.2 | -35.6% | 17.7µM* | -8.7% | 2.2% | 0.3%
13 | O=C(Cn1c(=O)n(-c2ccccc2Cl)c(=O)c2sc3ccccc3c21)NC1CCCC1 | 11.9 | nt | nt | nt | -2.4% | 1.4%
14 | COCC(=O)N1CCC(n2nnc3cc(C(F)(F)F)ccc32)CC1 | -7.4 | -4.1% | 2.1% | -1.6% | 10.2% | -17.9%
15 | COc1ccccc1NC(=O)CSC1=Nc2ccccc2C2=NC(CC(=O)NCc3ccccc3)C(=O)N12 (stereo unspecified) | 6.9 | nt | nt | nt | -3.0% | -0.9%
16 | COc1ccc(-c2cc3ccc(O)c(CN4CCC(C)CC4)c3oc2=O)cc1OC | 19.5 | nt | nt | nt | 23.1% | 6.2%
17 | COc1cccc(NC(=S)NC2CC3CCCC(C2)N3CC(C)C)c1 (stereo unspecified) | -11.3 | -24.0% | -0.5% | -3.9% | 2.8% | -26.9%
18 | CC(C)C(=O)N1CCN(c2nc(-c3ccccc3)c3c(c2C#N)CC(C)(C)OC3)CC1 | -20.9 | 131.0%[activator] | 3.1% | 12.7% | ? | 0.0%
19 | O=c1cc(C(F)(F)F)[nH]c2c(C(F)(F)F)cccc12 | nt | -2.5% | -6.5% | 15.7% | -11.3% | -1.3%
20 | O=C(CSc1cccc[n+]1[O-])Nc1cc(S(=O)(=O)N2CCOCC2)ccc1N1CCOCC1 | 5.4 | -16.5% | 0.4% | -9.5% | -3.5% | -4.3%
21 | CC(=O)OC1COC(N2CCc3cc(Br)c([N+](=O)[O-])cc32)C(OC(C)=O)C1OC(C)=O (stereo unspecified) | -6.4 | 152.1%[activator] | -7.7% | -8.8% | -10.1% | -3.2%
22 | O=C(CN1CCCCC1)c1c[nH]c2ccccc12 | 27.7 | -8.6% | -3.6% | -4.6% | -13.9% | -26.7%
23 | COc1c(/C=C2\SC(=Nc3ccccc3Cl)NC2=O)cccc1[N+](=O)[O-] | 26.4 | -25.8% | -10.0% | -7.4% | 8.0% | -2.0%
24 | CCOc1ccc(/C=C/C2=CC(C)(C)NC(=S)N2)cc1 | -93.8* | -59.8% | -3.6% | 29.4% | -13.9% | 8.91µM*
25 | CCCNC(=O)NC(=O)CN1CCCC1c1ccc2c(c1)OCCO2 (stereo unspecified) | -5.8 | -2.6% | 0.7% | -11.2% | 6.0% | -1.4%
26 | C=CCOc1c2ccc(C(=O)NCc3ccc(C)cc3)cc2nn1C | -11.2 | -22.3% | -7.7% | -1.9% | 5.1% | 6.5%
27 | Cc1ccc(C)c(S(=O)(=O)N2CCN(C(=O)CCNC(=O)c3ccc(Br)cc3)CC2)c1 | -33.8 | 167.4%[activator] | nt | -3.4% | ? | 0.4%
28 | CCOC(=O)c1[nH]c2ccc(OCC)cc2c1NC(=O)CN1CCC2(CC1)OCCO2 | -6.5 | 56.6% | -3.7% | 1.7% | 8.1% | 3.3%
29 | COc1cc(/C=C/c2nc(C#N)c(NCCc3ccccc3)o2)cc(OC)c1OC | 75.4 | nt | nt | nt | 17.3% | -10.1%
30 | CCOC(=O)c1c(C)[nH]c(C)c1C(=O)COC(=O)/C=C/c1ccc(Cl)cc1 | 44.0 | -0.1% | -7.2% | -15.4% | -7.7% | -2.3%

Single records, from the list above. Order of screens: HCMV inh, AmpC inh no detg, Giardia FBPA inh, AMA1-RON2 inh, AmpC detergent, Sm TGR inh
CCOC(=O)c1[nH]c2ccc(OCC)cc2c1NC(=O)CN1CCC2(CC1)OCCO2 across the screens: -6.5, 56.6%, -3.7%, 1.7%, 8.1%, 3.3%
CCOc1cccc2c1OC1(C)CC2NC(=O)N1c1cccc(C(=O)N2CCN(c3ccccn3)CC2)c1 (stereo unspecified) across the screens: 7.3, 87.4%[activator], nt, 8.2%, ?, -2.8%
CCN(CC)c1ccc(Nc2nc(-c3cccnc3)cs2)cc1 across the screens: -9.4, -42.9%, -4.3%, 28.2µM*, 10.2%, 4.3%
CC(=O)OC1COC(N2CCc3cc(Br)c([N+](=O)[O-])cc32)C(OC(C)=O)C1OC(C)=O (stereo unspecified) across the screens: -6.4, 152.1%[activator], -7.7%, -8.8%, -10.1%, -3.2%

Going on with the list:
nr | molecule | HCMV inh | AmpC inh no detg | Giardia FBPA inh | AMA1-RON2 inh | AmpC detergent | Sm TGR inh
31 | COc1ccc(N2CC(NC(=O)c3ccco3)CC2=O)cc1OC (stereo unspecified) | -3.2 | nt | nt | nt | -6.7% | 0.3%
32 | CCN(CC)S(=O)(=O)c1ccc2c(c1)nc(SCC(=O)NCC1CCCO1)n2CC (stereo unspecified) | -31.5 | 0.7% | nt | 11.2% | ? | 0.2%
33 | COc1ccc(OCC(=O)N/N=C/C=C/c2ccccc2)cc1 | -1.2 | -29.7% | -1.6% | 6.8% | ? | 2.0%
34 | O=C(NC1CCSc2ccccc21)c1ccc([N+](=O)[O-])cc1 (stereo unspecified) | 30.4 | -20.9% | nt | -0.5% | -3.8% | -5.9%
35 | CCCS(=O)(=O)N1CCCC(C(=O)N2CCC3(CC2)OCCO3)C1 (stereo unspecified) | -20.6 | -27.4% | 0.9% | -3.2% | -4.2% | 11.4%
36 | Cn1c(=O)cc(SCC(=O)N2CCN(c3ccc(F)cc3)CC2)c2ccc(Cl)cc21 | 22.9 | nt | nt | nt | 5.3% | -0.8%
37 | COc1ccccc1-n1c(CNC(=O)COc2ccccc2)n[nH]c1=S | -6.5 | -7.4% | -19.8% | 46.1% | -5.8% | 2.9%
38 | Cc1cc(C)nc(Nc2n[nH]c(-c3ccccc3Br)n2)n1 | 83.2 | -9.3% | 1.0% | 16.4% | 1.8% | 5.6%
39 | COc1ccc(S(=O)(=O)NC2CC3CCC2C3)cc1Cl (stereo unspecified) | -12.9 | -17.4% | 5.6% | 1.3% | 1.3% | -10.1%
40 | O=C(CCCSc1nc2ccccc2[nH]1)N1CCN(c2ccccc2)CC1 | -16.0 | -11.7% | 10.6% | -15.4% | -1.7% | 3.5%
41 | COc1cc(-c2nc3sc(C)c(C)c3c(=O)o2)cc(OC)c1OC | -1.3 | -18.4% | 12.3% | 5.7% | -11.4% | 12.5%
42 | O=C(CN1CCN(Cc2ccccc2)CC1)Nc1ccc(Cl)cn1 | 0.8 | 15.4% | 2.7% | -1.6% | 0.0% | -33.4%
43 | Cc1cc(C)c2cc(CN(CCO)C(=O)NC3CCCCC3)c(=O)[nH]c2c1 | 22.0 | 51.9% | 1.4% | -3.5% | 1.6% | -5.2%
44 | Cc1ccccc1NC(=O)Cn1c(C)nc2ccc(N)cc2c1=O | -1.8 | -8.9% | -16.4% | -2.3% | -6.1% | -2.8%
45 | O=C(COC(=O)c1ccccc1)NCC1CCCO1 (stereo unspecified) | -24.5 | -26.8% | 5.9% | -2.2% | ? | 0.0%
46 | Cc1ccc(N/C(=N/S(=O)(=O)c2cccs2)c2ccccc2)c(C)c1 | 38.1 | -39.1% | -0.9% | -0.1% | -0.5% | 1.4%
47 | COc1ccc(-n2nc([N+](=O)[O-])c(=NC3CCN(Cc4ccccc4)CC3)n2O)cc1 | -62.6* | 5.0% | -7.1% | -11.1% | -5.5% | 0.7%
48 | CCOc1ccc(CCNC(=O)c2c(C)noc2C)cc1OCC | -20.1 | -25.7% | nt | 15.8% | -1.4% | -2.2%
49 | COc1ccc(S(N)(=O)=O)cc1C(=O)OCC(=O)NC(C)(C#N)C1CC1 (stereo unspecified) | -5.9 | -16.1% | nt | -13.3% | 6.3% | -2.0%
50 | O=C(NC(=S)Nc1ccc(S(=O)(=O)Nc2ccccc2)cc1)C1CC1 | -1.5 | -43.9% | 2.7% | 30.7%[activator] | 3.1% | ?
51 | Cc1ccc(N=C2SC(C(=O)NCCc3ccccc3)CC(=O)N2C)cc1C (stereo unspecified) | -28.1 | 136.9%[activator] | -3.7% | 3.4% | 1.8% | -0.6%
52 | Cc1ccc2c(c1)N=C(c1ccc(Cl)cc1)CO2 | -102.3* | -15.8% | -0.3% | 4.4% | -1.3% | -17.8%
53 | O=C1C2C3C=CC(C3)C2C(=O)N1c1nccs1 (stereo unspecified) | 1.9 | -0.6% | 9.4% | 28.9% | 2.1% | 7.4%
54 | Cc1n[nH]c(C)c1CCC(=O)N/N=C/c1c[nH]c2ccccc12 | -6.6 | -4.3% | 7.1% | -8.5% | 2.5% | -2.5%
55 | CCN(CC(=O)Nc1c(F)cccc1F)C(=O)C1CC(=O)N(CCc2ccccc2)C1 (stereo unspecified) | 0.2 | -4.0% | nt | 55.4%[activator] | -5.6% | -2.7%
56 | CCCC(C)NC(=O)c1ccc(C2SCC(=O)N2Cc2ccco2)cc1 (stereo unspecified) | -4.1 | -12.2% | 2.8% | -2.0% | -2.0% | ?
57 | CCC1C2CC3C4N(C)c5ccccc5C45CC(C2C5O)N3[C@@H]1O (stereo partly specified) | -21.5 | -15.5% | -2.9% | -0.6% | 1.2% | -9.7%
